M. tuberculosis: growth inhibition of non-replicating M. tuberculosis (AID 488890) | Mycobacterium tuberculosis non-replicating, growth inhibition; higher % means a stronger effect | one-dose inhibition, % at 25 µM; IC50 in µM for titrated hits | hit rate 0.39% among 320,000; in the data active = a potency from the dose series; inconclusive = inhibition mostly from about 82% at the one dose, without a potency; inactive = the rest, 99 in 100 with inhibition below about 76%;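 also: plate controls were DMSO cells for no effect and high antibiotic wells for full effect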
VEEV TC-83 Vero: inhibitors of VEEV TC-83 cytopathic effect, confirmation, Vero cells (AID 588727); Vero cells, VEEV TC-83 cytopathic effect inhibition; higher % means a stronger effect; inhibition, % at 20 µM; hits with a dose series show IC50 in µM; hit rate 0.13% among 350,000; in the data active = a potency from the dose series; inconclusive = inhibition mostly from about 14% at the one dose, without a potency; inactive = the rest, 99 in 100 with inhibition below about 12%; also: strong numbers were not always called active
H37Rv inhibition: M. tuberculosis growth inhibition, HTS (AID 449762); M. tuberculosis H37Rv growth inhibition, 7H9 media; higher % means a stronger effect; inhibition, % at 25 µM; hits with a dose series show IC50 in µM; hit rate 0.59% among 330,000; in the data active = a potency from the dose series; inconclusive = inhibition above about 70% without an active follow-up result;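 also: bacterial growth assessed after seven days of incubation; strong numbers were not always called active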
influenza NS1A: H1N1 influenza NS1A inhibitors, functional cell based assay (AID 504329); NS1A functional cell-based assay, percent inhibition; higher % means a stronger effect; one-dose inhibition, % at 12.5 µM; IC50 in µM for titrated hits; hit rate 0.3% among 340,000; in the data active = a potency from the dose series; inconclusive = inhibition above about 27% without an active follow-up result; also: strong numbers were not always called active
PhoP GFP inhibition: PhoP regulon inhibitors, Salmonella typhi PhoP promoter GFP reporter, confirmatory (AID 1850). Salmonella Typhi PhoP-promoter GFP reporter, fluorescence, 4 h; higher % means a stronger effect. inhibition, % at 50 µM, or IC50 in µM where a hit was titrated. hit rate 0.33% among 310,000; in the data active = a potency from the dose series; inconclusive = inhibition mostly from about 25% at the one dose, without a potency; inactive = the rest, 99 in 100 with inhibition below about 19%;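 also: 0% = induced wells with vehicle and 100% = uninduced wells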
* hit, by the source's call; i = inactive; ? = inconclusive; · = no result given.

cpd | SMILES | M. tuberculosis | VEEV TC-83 Vero | H37Rv inhibition
1 | CSc1ccc(/C=N/Nc2nc(C)cc(C)n2)cc1 | 37% | 6.9% | -1%
2 | N#Cc1c(C(F)(F)F)cc(-c2ccccc2)[nH]c1=O | 27% | 1.7% | -5%
3 | COc1ccc(OC)c(-n2c(SCC(C)=O)nnc2-c2cccc(S(=O)(=O)N(C)C)c2)c1 | 8% | 1.3% | -2%
4 | CCCC(C)CO (configuration not stated) | -1% | 0.7% | -5%
5 | COCCNC(=O)C1CC(c2cccc([N+](=O)[O-])c2)=NO1 (configuration not stated) | -4% | 0.2% | -8%
6 | O=C(c1ccc(S(=O)(=O)N2CCCC2)cc1)N1CCN(Cc2ccc3c(c2)OCO3)CC1 | 3% | 1.5% | 1%
7 | O=C(CCCn1c(=S)[nH]c2cc3c(cc2c1=O)OCO3)N1CCN(c2ccc(Cl)cc2)CC1 | 5% | i | 24%
8 | COCCNC(=O)CSCc1cc(C)cc(C)c1 | 14% | 1.3% | -1%
9 | COC(=O)c1cc(-c2ccccc2)sc1NC(=O)CN1C(=O)c2ccccc2C1=O | 22% | 1.0% | -20%
10 | O=C(N/N=C1/CC2CCC1C2)c1cc2ccccc2cc1O (configuration not stated) | ? | 10% | -2%
11 | Cc1ccc(Oc2ncc(-c3ccc(Cl)cc3)cn2)cc1 | -4% | 3.6% | -4%
12 | COc1ccc(NS(=O)(=O)c2ccc(NC(=O)C3CC3)cc2)cc1 | -4% | 1.0% | 0%
13 | COc1cc(S(=O)(=O)Nc2cccc3cn[nH]c23)c(OC)cc1Cl | 10% | 5.1% | 1%
14 | CCOc1nc2cnccc2n(CC(=O)Nc2c(F)c(F)cc(F)c2F)c1=O | 1% | 0.9% | 6%
15 | CC(=O)NC(c1cc(F)c2cccnc2c1O)C1CC1 (configuration not stated) | 2% | 2.7% | -1%

cpd | influenza NS1A | PhoP GFP inhibition
1 | -4% | -15%
2 | -8% | -5%
3 | -9% | -1%
4 | -13% | ·
5 | 9% | -10%
6 | 1% | -10%
7 | -23% | -18%
8 | 9% | -2%
9 | 0% | -8%
10 | -6% | -7%
11 | -1% | -1%
12 | -6% | -4%
13 | -4% | -19%
14 | 3% | 8%
15 | -3% | ·

Retrieved by compound from the entries so far, seven records:
cpd | SMILES | M. tuberculosis | VEEV TC-83 Vero | H37Rv inhibition
11 | Cc1ccc(Oc2ncc(-c3ccc(Cl)cc3)cn2)cc1 | -4% | 3.6% | -4%
13 | COc1cc(S(=O)(=O)Nc2cccc3cn[nH]c23)c(OC)cc1Cl | 10% | 5.1% | 1%
8 | COCCNC(=O)CSCc1cc(C)cc(C)c1 | 14% | 1.3% | -1%
5 | COCCNC(=O)C1CC(c2cccc([N+](=O)[O-])c2)=NO1 (configuration not stated) | -4% | 0.2% | -8%
14 | CCOc1nc2cnccc2n(CC(=O)Nc2c(F)c(F)cc(F)c2F)c1=O | 1% | 0.9% | 6%
2 | N#Cc1c(C(F)(F)F)cc(-c2ccccc2)[nH]c1=O | 27% | 1.7% | -5%
1 | CSc1ccc(/C=N/Nc2nc(C)cc(C)n2)cc1 | 37% | 6.9% | -1%

cpd | influenza NS1A | PhoP GFP inhibition
11 | -1% | -1%
13 | -4% | -19%
8 | 9% | -2%
5 | 9% | -10%
14 | 3% | 8%
2 | -8% | -5%
1 | -4% | -15%

Compound activity as filed in PubChem.
